# SKKanGAS inh: S. pyogenes SKKanGAS growth inhibitors in kanamycin, primary screen, streptokinase expression inhibitor project, SKKanGAS strain, BacTiter-Glo luminescence; 300,000 tested, 1.3% active; inhibition, % at 7.5 µM; 6 h;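 active means mean replicate score, as percent of positive control median, at least 50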;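 further: strain carries kanamycin resistance gene driven by streptokinase promoter and grows in 40 µg/ml kanamycin; loss of luminescence reflects streptokinase promoter inhibition or plain growth inhibition; 0% = median of DMSO wells and 100% = positive control at its reference dose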
# aSyn UTR inh: MLPCN primary screen, SNCA 5' untranslated region; alpha-synuclein 5'UTR reporter, inhibitor activity; inhibition, % (tested at 7.5 µM); 300,000 tested, 0.82% active; in the data active means inhibition above about 60%;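 further: H4 neuroglioblastoma cells stably carrying SNCA 5'UTR luciferase fusion; 0% = DMSO wells and 100% = positive control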
# TRPC4 block: inhibitors of mouse TRPC4 channel, primary screen, Fluo4 calcium, HEK293 TRPC4beta/mu-opioid cells; 300,000 tested, 0.39% active; Short transient receptor potential channel 4 (Mus musculus), Q9QUQ5; DAMGO-evoked Fluo4 calcium flux; stronger effect = lower value; B-score at 10 µM;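 active means B-score over 3 SD under the library average, no early fluorescence shift, positive overall ratio signal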
#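 Signal: kinetic Fluo4 fluorescence imaging of calcium influx. Material: stable TRPC4beta/mu-opioid receptor HEK293 cells. Probe or stimulus: DAMGO in two steps, submaximal then maximal.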
# TRPC4 potent: positive allosteric modulators of TRPC4, primary screen, cell-based, mouse TRPC4beta, HEK293 mu-opioid, Fluo-4 calcium | Short transient receptor potential channel 4 (Mus musculus), Q9QUQ5 | DAMGO EC20, Fluo-4 Ca2+ flux; stronger effect = higher value | B-score at 10 µM | 310,000 tested, 0.42% active | AID 2227, 2009;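 active means B-score of calcium response area above 5 SD of library B-scores, with initial fluorescence ratio within 5 SD of library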;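 further: B-score of integrated fluorescence ratio over time as area under calcium response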
# KLF5 inhibitor: KLF5 expression inhibitors, primary screen, DLD-1 cells, luminescence; DLD-1 KLF5 promoter-luciferase reporter; inhibition, % at 5 µM; 290,000 tested, 0.23% active; AID 1700, 2009;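 active means inhibition above a per-plate limit of that plate's mean compound inhibition plus 3 SD, cut at about 60% in these data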;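 further: 0% = DMSO wells and 100% = LY294002 at 200 µM; higher means less KLF5 promoter-driven luciferase light; inactives centre near -14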
# HIF act: HIF pathway transcriptional activators, primary screen, cell-based, U2OS HRE-luciferase, luminescence | 300,000 tested, 0.32% active | U2OS HRE-luciferase reporter; normalized: DMSO 0%, desferrioxamine 100% | activation, % at 7.5 µM (by protocol);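 active means mean activation of at least 10% of the iron chelator positive control signal, with at least half of replicates also reaching 10%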
# TRPC6 inhibitor: mouse TRPC6 channel inhibitors, primary screen, cell-based, HEK293, membrane potential dye; Short transient receptor potential channel 6 (Mus musculus), Q61143; ACh-evoked depolarization; stronger effect = lower value; B-score at 10 µM; 310,000 tested, 1.1% active; AID 2553, 2010;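 active means B-score under library mean minus 3 SD, initial fluorescence not abnormally high, positive integrated signal ratio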;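 further: B-score derived from integrated fluorescence ratio over the kinetic read; more negative B-score means stronger inhibition of depolarization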
# Target sequence (Q61143 whole entry, looked up): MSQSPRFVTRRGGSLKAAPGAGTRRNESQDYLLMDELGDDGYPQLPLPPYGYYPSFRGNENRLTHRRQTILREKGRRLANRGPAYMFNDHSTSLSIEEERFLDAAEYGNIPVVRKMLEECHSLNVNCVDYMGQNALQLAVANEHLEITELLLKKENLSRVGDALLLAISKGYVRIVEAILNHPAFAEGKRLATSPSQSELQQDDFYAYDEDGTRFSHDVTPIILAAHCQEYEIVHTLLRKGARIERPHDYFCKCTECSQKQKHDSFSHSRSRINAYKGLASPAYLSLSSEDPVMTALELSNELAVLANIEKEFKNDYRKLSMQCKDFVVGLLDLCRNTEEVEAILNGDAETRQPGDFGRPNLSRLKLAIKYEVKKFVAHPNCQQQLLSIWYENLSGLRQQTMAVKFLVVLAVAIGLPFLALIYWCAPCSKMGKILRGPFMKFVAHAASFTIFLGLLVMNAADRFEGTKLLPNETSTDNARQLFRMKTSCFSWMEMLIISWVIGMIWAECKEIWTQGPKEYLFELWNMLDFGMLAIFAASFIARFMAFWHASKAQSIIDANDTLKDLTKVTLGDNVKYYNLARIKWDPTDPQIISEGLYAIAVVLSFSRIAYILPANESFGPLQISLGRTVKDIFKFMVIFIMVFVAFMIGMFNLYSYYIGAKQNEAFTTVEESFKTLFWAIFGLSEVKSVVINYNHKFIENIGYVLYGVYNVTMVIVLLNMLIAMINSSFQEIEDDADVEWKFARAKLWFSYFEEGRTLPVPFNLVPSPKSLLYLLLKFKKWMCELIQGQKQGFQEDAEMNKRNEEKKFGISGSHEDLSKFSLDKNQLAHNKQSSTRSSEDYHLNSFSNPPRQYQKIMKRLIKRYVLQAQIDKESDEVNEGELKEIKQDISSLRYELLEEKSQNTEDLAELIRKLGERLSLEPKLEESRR
# IEC-6 tox: cytotoxicity in IEC-6 intestinal epithelial cells, primary screen, cytotoxicity control for KLF5 inhibitor project, cell-based, luminescence; IEC-6 cytotoxicity, luminescence viability; inhibition, % at 5 µM; 290,000 tested, 0.78% active; in the data active means inhibition above about 22%;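 further: 0% = plate median of test compound wells and 100% = cytotoxic reference compound wells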
# MrgX1 antagonist: antagonists of human MrgX1 receptor, primary screen, HEK293 cells, Fluo-4 calcium flux. AID 588676, 2011. B-score at 10 µM. BAM8-22 antagonism; stronger effect = lower value. 310,000 tested, 1.3% active;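 active means calcium-response B-score plate-corrected more than 3 library SD below zero, starting fluorescence within 5 deviations, no agonist response on first addition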;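 further: peak minus trough fluorescence over baseline after final BAM8-22 challenge near maximal dose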
# TRPC4 agonist: activators of mouse TRPC4 channel, primary screen, Fluo4 calcium, HEK293 TRPC4beta/mu-opioid cells | Short transient receptor potential channel 4 (Mus musculus), Q9QUQ5 | Fluo4 calcium fluorescence; stronger effect = higher value | B-score at 10 µM | 310,000 tested, 0.49% active;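 active means B-score above 5 SD of library B-scores, and initial fluorescence ratio not above library mean plus 5 SD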;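 further: positive B-score marks a calcium rise read as TRPC4 activation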
#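 Assay system: HEK293 stable line with TRPC4beta plus mu-opioid receptor; schedule: 45 min room-temperature Fluo4 loading, 110 s read; technique: kinetic Fluo4 calcium fluorescence; evaluation: integrated baseline-normalised fluorescence ratio, converted to per-well B score; controls: buffer (low) and maximal DAMGO (high)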
# TRPC6 activator: mouse TRPC6 channel activators, primary screen, cell-based, HEK293, membrane potential dye; B-score at 10 µM; Short transient receptor potential channel 6 (Mus musculus), Q61143; 310,000 tested, 0.13% active; HEK293-TRPC6 membrane potential dye fluorescence; stronger effect = higher value;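 active means B-score of the integrated fluorescence ratio above library mean plus 3 SD, and starting fluorescence ratio within library mean plus 5 SD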;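 further: higher score means more depolarization so channel activation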
# Active calls of the source: *; i = inactive; . = no result given; & = joins results of further samples.
# Sequence of screens – SKKanGAS inh	aSyn UTR inh	TRPC4 block	TRPC4 potent	KLF5 inhibitor	HIF act	TRPC6 inhibitor	IEC-6 tox	MrgX1 antagonist	TRPC4 agonist	TRPC6 activator
> COC(=O)c1ccsc1NC(=O)CN1CCN(c2ccc(F)cc2)CC1
  2	27	i	i	-14	-0.3	i	-1	i	i	i
> COC(=O)CC(=O)CSc1nc(C)cc(C)c1C#N
  -1	-9	i	i	-23	-0.5	i	0	i	i	i
> O=c1c2ccccc2nnn1CSc1nnc(-c2cccs2)n1Cc1ccccc1
  -1	22	i	i	4	-0.2	i	-3	i	i	i
> CCn1c(=O)c(C(=O)Nc2ccc(C)cc2)c(O)c2ccccc21
  -3	-31	i	i	-27	-0.2	i	7	i	i	i
> COc1ccc(C(C[N+](=O)[O-])c2c(C)[nH]n(-c3ccccc3)c2=O)cc1 (stereo not drawn)
  5	-22	i	i	-17	0.7	i	4	i	i	i
> CC(C)C[C@H]1CN=C(Nc2ccccc2)N1CC1CCC(C)CC1 (stereo partly drawn)
  1	-40	i	i	1	-0.2	i	3	i	i	i
> CCCN1CCC(=NNc2ccc(C(=O)O)cc2)CC1
  6	-113	i	i	-7	-0.3	i	2	i	i	i
> COc1ccc(NC(=O)CN(C)C(C)C(=O)NC(=O)NC2CCCCC2)cc1 (stereo not drawn)
  -8	-6	i	i	-12	-0.3	i	-4	i	i	i
> COCC(=O)Nc1ccc(S(=O)(=O)NCC2CCCO2)cc1 (stereo not drawn)
  -1	6	i	i	-40	0.4	i	2	i	i	i
> COc1cc2c(cc1NC(=O)CSc1nnc(Cc3cccs3)n1Cc1ccco1)oc1ccccc12
  27	-18	i	i	2	-0.3	i	1	i	i	i
> CCCCNCCCCOc1ccccc1
  1	-4	i	i	-50	-0.4	i	1	i	i	i
> CCOc1ccccc1NC(=S)/C(=C(\[O-])c1ccc2c(c1)OCCO2)[n+]1ccc(CC)cc1
  0	-64	i	i	-55	0.4	i	-5	i	i	i
> COc1ccccc1OCC(=O)Nc1sc2c(c1C(=O)NCC1CCCO1)CCC2 (stereo not drawn)
  11	17	i	i	-23	0.1	i	-6	i	i	i
> COc1ccc(-c2noc(N3CCCC(C(=O)Nc4ccccc4F)C3)n2)cc1 (stereo not drawn)
  -8	-33	i	i	-128	0.3	i	4	i	i	i
> CCOC(=O)c1sc(NC(=O)c2cccs2)cc1C
  1	-88	i	i	-178	1.8	i	10	i	i	i
> COc1ccc(C2NC(C(=O)O)Cc3c2[nH]c2ccccc32)cc1OC (stereo not drawn)
  -1	6	i	i	1	0.4	i	5	-6.7*	i	i
> COc1cccc(Cn2cnc3c(N)c(C)c(C)cc32)c1
  -20	-8	i	i	-14	-0.1	i	1	i	i	i
> CC(/C=C/c1ccc2c(c1)OCO2)=N/NC(=O)COc1ccc(C)cc1
  6	4	i	i	-14	0.1	i	-2	i	i	i
> CN1C[C@@H]2C(c3ccccc3)C3(c4ccccc4)CC2(C3)[C@H]1c1ccccc1 (stereo partly drawn)
  0	15	i	i	.	-0.1	i	.	i	i	i
> COc1ccccc1CC(=O)Nc1ccccc1C(=O)O
  1	9	i	i	-6	-0.5	i	-5	i	i	i
> CCc1cc2c(=O)n(-c3ccc(C)cc3)cnc2s1
  1	-149	i	i	-179	2.1	i	0	i	i	i
> COC(=O)c1cnc(N2CCCN(S(=O)(=O)c3ccc(C(F)(F)F)cc3)CC2)nc1C(F)(F)F
  8	-3	i	i	-6	-1.1	i	-2	i	i	i
> O=C(CN1CCCCC1)NC(=O)NCc1ccccc1
  0	20	i	i	-18	.	i	-11	i	i	i
> CCOc1cccc2cc(C(=O)NCc3ccc(C)cc3)c(=N)oc12
  12	-13	i	i	10	-0.3	i	0	i	i	i
> CCOc1ccc(OCC)c(C2C(C#N)=C(N)N(c3cccnc3)C3=C2C(=O)CC(C)(C)C3)c1 (stereo not drawn)
  -6	13	i	i	-13	-42	i	-3	i	i	i
> COCCNC(=O)CCSCc1ccccc1F
  -5	6	i	i	-10	-0.4	i	-2	i	i	i
> CCOc1ccc(C(=O)NCC(=O)OC2CCOC2=O)cc1OCC (stereo not drawn)
  -3	4	i	i	-7	0.4	i	2	i	i	i
> CCOc1cc(/C=N\Nc2ccc([N+](=O)[O-])cc2)ccc1OCC(=O)Nc1ccc(C)c(C)c1
  11	-3	i	i	-29	-0.1	i	-2	i	i	i
> CCC1Nc2ncnc(N3CCN(c4ccccc4)CC3)c2N(Cc2ccc(Cl)cc2)C1=O (stereo not drawn)
  12	10	i	i	.	0.2	i	.	i	i	i
> CC1(C)Oc2cc3oc(-c4cc(O)cc(O)c4)cc3cc2CC1O (stereo not drawn)
  1	97*	i	i	.	-1.9	i	.	i	i	i
> C/C(=N\n1c(C)nc2ccccc2c1=O)c1ccc(N)cc1
  -1	10	i	i	.	1.0	i	.	i	i	i
> COc1ccc(CCNS(=O)(=O)c2ccc(C(=O)NCc3ccco3)cc2)cc1OC
  -8	-2	i	i	-9	-0.2	i	7	i	i	i
> CCCNc1nc2ccccc2c(=O)[nH]1
  -14	-16	i	i	-35	-0.1	i	1	i	i	i
> Fc1ccc(C2=Nn3c(nnc3-c3ccco3)SC2)cc1
  -14	1	i	i	-22	-0.5	i	-1	i	i	i
> Cc1cccc(C(=O)NC(=S)N2CCN(C(=S)NC(=O)c3cccc(C)c3)CC2)c1
  10	-8	i	i	-19	-0.1	i	0	i	i	i
> Cc1cccc(N2CCN(C(=O)COc3cccc4c3OC(C)(C)C4)CC2)c1C
  7	5	i	i	-12	-0.2	i	-3	i	i	i
> COc1ccc(NC2CCCN(C(=O)CCCn3cncn3)C2)cc1 (stereo not drawn)
  3	1	i	i	-6	-0.5	i	-6	i	i	i
> CCOC(=O)/C(=C/c1c2ccccc2cc2ccccc12)NC(=O)c1ccccc1
  20	-13	i	i	-1	-0.4	i	-9	i	i	i
> CC(OC(=O)c1cc2sccc2n1C)C(=O)NCc1cccs1 (stereo not drawn)
  1	1	i	i	-9	.	i	0	i	i	i
> Cc1cc(-c2ccc(Cl)cc2)n2nc(N)nc2n1
  -10	-7	i	i	-11	-0.9	i	4	i	i	i
> CN(CCCOc1ccccc1Br)Cc1ccccc1
  -5	4	i	i	-27	0.4	i	1	-6*	i	i
> Nc1[nH]nc2nc(N3CCOCC3)nc(-c3ccccc3)c12
  0	29	i	i	-34	0.6	i	0	i	i	i
> C/C(=N\NC(=O)CNc1cccc2ccccc12)c1ccc(Br)s1
  -1	7	i	i	12	0.1	i	0	i	i	i
> Cc1ccc(-n2c(-c3c(-c4ccccc4)noc3C)n[nH]c2=S)cc1
  3	4	i	i	-47	-0.5	i	2	i	i	i
> Cc1cccc(/C=C2\CCC(C3CCCC3)C2=O)c1 (stereo not drawn)
  -3	-59	i	i	-6	3.9	i	0	i	i	i
> CC1(C)Cc2ccccc2C(c2cc3ccccc3oc2=O)=N1
  1	28	i	i	-10	-0.1	i	8	i	i	i
> Cc1cc(NC(=O)NC(=O)c2ccccc2)no1
  23	-120	i	i	-136	1.0	i	2	i	i	i
> CN(C)CC(C)(C)CNS(=O)(=O)c1ccc(Cl)c(Cl)c1
  8&-13	1&-2	i	i	6&3	-0.1&0.3	i	10&8	i	i	i
> O=C(CCNC(=O)c1ccc(Br)cc1)Nc1ccccc1N1CCCC1
  -8	9	i	i	.	-0.4	i	.	i	i	i
> O=C(Cn1nnc2c(cnn2-c2ccc(F)cc2)c1=O)OC1CCCCC1
  4	-13	i	i	-6	-9.3	i	0	i	i	i
> CC1(C(=O)Nc2nnc(C(C)(C)C)s2)Cc2ccccc2C(=O)O1 (stereo not drawn)
  2	-16	i	i	-39	-0.1	i	-2	i	i	i
> Cc1ccc2nc(Nc3ccccc3)c(/C=N/O)c(=O)n2c1
  -12	35	.	.	7	0.7	.	2	i	.	.
> COc1cccc(NC(=O)NC2CCCc3ccccc32)c1 (stereo not drawn)
  9	18	i	i	-36	-0.5	i	-8	i	i	i
> CCN(CC)CCCNC(=O)CN1N=C(c2ccc(OC)cc2)CCC1=O
  -2	7	i	i	-12	-0.7	i	-1	i	i	i
> CCOC(=O)c1sc2nc3c(SCCC(=O)O)cc(C(=O)c4cc(OC)ccc4O)cn3c(=O)c2c1C
  18	22	i	i	16	1.6	i	-4	.	i	i
> CC(C)(C)C(=O)NNC(=O)c1ccc(Oc2cc(Cl)cc(Cl)c2)o1
  0	3	i	i	3	-0.3	i	5	i	i	i
> Cc1cccc(C(=O)N2CCC(n3nnc4cc(F)ccc43)CC2)c1
  -8	16	i	i	-11	-0.5	i	-2	i	i	i
> O=C(NC1CCCCCC1)c1ccc(-n2cnnc2)cc1
  4	24	i	i	-23	-0.1	i	-1	i	i	i
> COc1ccc(/C=C/C(=O)NC(=S)Nc2ccc(N3CCN(C(C)=O)CC3)cc2)cc1
  1	-12	i	i	5	0.7	i	-4	i	i	i
> Cn1nc(C(=O)Nc2cccc(C(F)(F)F)c2)c2ccccc2c1=O
  -4	-13	i	i	-18	-0.6	i	10	i	i	i

# Additional records:
# Sequence of screens – SKKanGAS inh	aSyn UTR inh	TRPC4 block	TRPC4 potent	KLF5 inhibitor	HIF act	TRPC6 inhibitor	IEC-6 tox	MrgX1 antagonist	TRPC4 agonist	TRPC6 activator
> CCCS(=O)(=O)c1nc(S(=O)(=O)c2ccc(C)cc2)c(N2CCC(C(N)=O)CC2)s1
  -5	-75	i	i	-40	-0.7	i	-5	i	i	i
> COc1ccc(NC(=O)Nc2c(C)n(-c3ccccc3)c(=O)n2C)cc1OC
  6	4	i	i	-6	-0.2	i	-4	i	i	i
> COc1ccc(C)cc1NC(=O)C1CCN(S(C)(=O)=O)CC1
  2	17	i	i	-9	-0.1	i	-2	i	i	i
> CCCC1=C(C(=O)OCC)C(c2ccc(OC)c(C)c2OC)C(C#N)=C(N)O1 (stereo not drawn)
  1	11	i	i	-5	-0.4	i	5	i	i	i

# Assay outcomes (PubChem)
